Screening data as filed in PubChem.
Cav32 inh = inhibitors of human Cav3.2 T-type calcium channel; O95180; 100,000 compounds, 4% hits; AID 449739; Cav3.2-expressing cells, Fluo-4 calcium fluorescence FDSS; active compounds read low; B-score at 10 µM;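 active means single-dose well whose peak fluorescence ratio is a statistical outlier from its plate by either plate-standardised score or position-corrected B-score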
Target sequence (O95180 whole entry, looked up): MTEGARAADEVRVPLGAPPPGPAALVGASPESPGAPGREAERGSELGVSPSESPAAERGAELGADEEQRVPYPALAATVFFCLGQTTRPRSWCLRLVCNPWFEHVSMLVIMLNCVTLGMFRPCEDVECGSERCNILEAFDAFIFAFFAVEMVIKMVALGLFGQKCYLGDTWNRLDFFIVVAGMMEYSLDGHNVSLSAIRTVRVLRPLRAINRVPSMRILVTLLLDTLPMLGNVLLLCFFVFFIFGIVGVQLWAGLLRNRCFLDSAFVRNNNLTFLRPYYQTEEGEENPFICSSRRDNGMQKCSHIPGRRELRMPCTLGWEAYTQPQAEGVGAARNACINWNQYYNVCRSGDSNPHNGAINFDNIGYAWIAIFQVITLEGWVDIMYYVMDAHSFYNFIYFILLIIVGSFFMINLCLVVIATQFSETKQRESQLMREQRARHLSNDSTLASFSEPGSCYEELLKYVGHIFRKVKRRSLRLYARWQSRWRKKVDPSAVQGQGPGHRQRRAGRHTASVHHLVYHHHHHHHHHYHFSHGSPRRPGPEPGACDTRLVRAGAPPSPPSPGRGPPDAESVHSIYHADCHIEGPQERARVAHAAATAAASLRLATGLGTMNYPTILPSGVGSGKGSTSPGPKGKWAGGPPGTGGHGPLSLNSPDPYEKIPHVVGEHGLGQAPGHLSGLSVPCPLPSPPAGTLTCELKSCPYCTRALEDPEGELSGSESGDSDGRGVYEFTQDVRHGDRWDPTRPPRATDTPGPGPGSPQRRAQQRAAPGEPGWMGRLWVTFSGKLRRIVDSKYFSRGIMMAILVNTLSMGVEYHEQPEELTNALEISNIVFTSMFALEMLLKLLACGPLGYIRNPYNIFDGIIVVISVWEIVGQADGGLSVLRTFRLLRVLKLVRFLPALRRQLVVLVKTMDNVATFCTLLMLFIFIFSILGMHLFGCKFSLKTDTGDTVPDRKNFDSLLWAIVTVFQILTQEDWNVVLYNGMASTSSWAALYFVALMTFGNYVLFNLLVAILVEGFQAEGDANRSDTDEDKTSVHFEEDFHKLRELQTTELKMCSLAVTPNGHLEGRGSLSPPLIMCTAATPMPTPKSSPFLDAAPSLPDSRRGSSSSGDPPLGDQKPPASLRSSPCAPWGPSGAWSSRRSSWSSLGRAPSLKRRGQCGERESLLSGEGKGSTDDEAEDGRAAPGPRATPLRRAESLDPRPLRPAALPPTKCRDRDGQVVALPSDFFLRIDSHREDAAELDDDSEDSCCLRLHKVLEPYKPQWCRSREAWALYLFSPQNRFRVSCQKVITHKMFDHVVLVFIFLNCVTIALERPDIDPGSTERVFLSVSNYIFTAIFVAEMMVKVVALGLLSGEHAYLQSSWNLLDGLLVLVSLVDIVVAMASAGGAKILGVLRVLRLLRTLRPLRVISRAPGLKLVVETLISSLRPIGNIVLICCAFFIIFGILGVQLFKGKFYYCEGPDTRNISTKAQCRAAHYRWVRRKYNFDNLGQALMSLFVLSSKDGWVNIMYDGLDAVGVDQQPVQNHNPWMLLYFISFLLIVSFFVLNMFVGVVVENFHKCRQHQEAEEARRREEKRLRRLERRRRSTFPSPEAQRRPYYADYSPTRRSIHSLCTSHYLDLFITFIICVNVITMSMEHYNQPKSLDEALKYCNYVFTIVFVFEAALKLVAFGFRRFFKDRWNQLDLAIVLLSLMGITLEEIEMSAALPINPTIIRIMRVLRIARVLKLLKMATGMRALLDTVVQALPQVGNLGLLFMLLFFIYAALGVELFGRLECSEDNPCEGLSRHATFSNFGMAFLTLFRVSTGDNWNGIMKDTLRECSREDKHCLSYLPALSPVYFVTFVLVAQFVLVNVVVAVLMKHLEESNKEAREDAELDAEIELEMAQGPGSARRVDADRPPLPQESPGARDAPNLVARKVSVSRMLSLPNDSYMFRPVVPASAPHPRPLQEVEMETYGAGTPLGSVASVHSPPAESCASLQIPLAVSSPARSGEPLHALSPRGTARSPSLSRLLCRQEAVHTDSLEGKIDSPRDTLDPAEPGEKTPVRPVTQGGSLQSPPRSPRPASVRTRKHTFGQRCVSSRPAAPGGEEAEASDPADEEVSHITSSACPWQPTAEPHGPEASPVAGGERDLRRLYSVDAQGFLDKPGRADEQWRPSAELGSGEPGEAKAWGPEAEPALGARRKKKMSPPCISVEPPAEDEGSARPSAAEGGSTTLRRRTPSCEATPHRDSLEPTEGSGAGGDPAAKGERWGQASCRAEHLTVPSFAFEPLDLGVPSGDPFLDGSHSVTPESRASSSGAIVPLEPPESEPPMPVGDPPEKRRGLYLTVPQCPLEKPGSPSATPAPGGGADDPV
The depositor's hits bear a star. Only part of the results is shown, so the mix of outcomes need not match the whole.

SMILES	Cav32 inh
CSc1ccc(/C=N\NC(=O)COc2ccc(Cl)cc2Br)cc1	-0.28
O=c1c(Oc2ccccc2)coc2cc(O)cc(O)c12	-0.88
COC(=O)c1c(C)cc(O)c(C=O)c1O	0.077
Cc1ccccc1C(=O)Oc1ccc(Br)cc1C(=S)N1CCCC1	-2.3
O=C(NC1CCCCCC1)c1ccc(N2CCCC2=O)cc1	0.77
CCOC(=O)C1CCCN(C(=O)C2CC(=O)N(c3ccc(C)cc3)C2)C1 (configuration not stated)	0.5
Cc1cccc(-c2nc(CSCC(=O)N3CCN(c4ccccn4)CC3)c(C)o2)c1	-2.6
COC(=O)CCN(C(=O)C1C2CC3CC(C2)CC1C3)c1ccccn1 (configuration not stated)	-0.2
CCCCN(CC)C(=O)Cc1c(C(=O)O)[nH]c2ccc(Cl)cc12	-2
O=C(Nc1cccnc1)c1cc(-c2cccnc2)nc2ccc(Br)cc12	-1.4
Cc1ccc(C)c(S(=O)(=O)Nc2ccc(S(=O)(=O)Nc3onc(C)c3C)cc2)c1	-0.52
COc1ccc(NC(=O)CC2C(=O)N(c3ccc(OC)cc3)C(=O)N2C(C)C)cc1 (configuration not stated)	0.027
COC(C[C@@H]1O[C@H]1C(=O)[C@@H](C)OCc1ccccc1)OC	0.72
O=S(=O)(NCc1ccc2c(c1)OCO2)c1cccc(S(=O)(=O)N2CCOCC2)c1	-0.57
NC(=O)c1cc(Cl)cn(-c2ccccc2)c1=O	0.042
CCCC(c1nnnn1C1CCCCC1)N1CCN(C2CCCC2)CC1 (configuration not stated)	-0.041
Brc1cccc(OCCn2ccnc2)c1	0.54
COc1ccc(S(=O)(=O)N2CCN(C(=O)[C@@H]3CCC(=O)N3C3OC(=O)c4ccccc43)CC2)cc1 (some centres not stated)	0.61
COc1ccc(CC(NC(C)=O)C(=O)NC2CCN(c3c4c(nc5ncnn35)CCC4)CC2)cc1 (configuration not stated)	0.13
COc1ccccc1OCc1nnc(SCC(=O)NCc2ccco2)n1Cc1ccco1	-0.013
CC(C)(Oc1ccc(Br)cc1)C(=O)N1CCc2ccccc21	-0.3
CS(=O)(=O)N(C(=O)NC(=O)NC1CCS(=O)(=O)C1)C1CCCCC1 (configuration not stated)	0.24
Cc1nc(NC(=O)c2cc(-n3cnnc3)ccc2Cl)ccc1Br	-1.5
c1cc2c(cc1Nc1nc(-c3ccc4c(c3)OCO4)cs1)OCCO2	0.041
CCCC(=O)Nc1nc(C)c(-c2csc(Nc3ccccc3C)n2)s1	-0.56
O=C(Nc1ccc(N2CCCC2)cc1)c1ccc(Br)o1	-0.066
N#Cc1ccc(-c2ccc(F)cc2)nc1Sc1ccc(F)cc1	-0.69
COC(=O)COc1cccc2c(=O)n(CC(=O)NCCc3ccccc3)ccc12	-0.58
CSc1ccc(/C=C/C(=O)c2ccc(NC(=O)C(C)C)cc2)cc1	0.61
COc1cc(NC(=O)c2cc3ccccc3o2)c(OC)cc1Cl	-0.00096
COc1ccc(NC(=O)CN2CCN(CC(=O)Nc3ccc4c(c3)OCO4)CC2)cc1	-0.97
C#CCNC(=O)C1=C[C@@H](C(C)(C)C)C[C@@H](OCc2ccc(CO)cc2)O1	-0.65
COc1ccc(/C=C/C(=O)c2ccc(OC)cc2O)cc1	0.17
CCOc1cccc(C(=O)N(Cc2ccc(F)cc2)C2CCS(=O)(=O)C2)c1 (configuration not stated)	-0.026
O=C(CSc1nc2ccccc2n1CC(=O)N1CCOCC1)N1CCCC1	0.065
CC(C)CC(=O)Nc1ccc(-c2cn3ccsc3n2)cc1	0.052
CC(CN1CCCC1)OC(=O)COc1ccccc1 (configuration not stated)	-0.02
C=CCn1c(SCC(=O)N2CC(=O)Nc3ccccc32)nc2scc(-c3ccccc3)c2c1=O	-7.2*
O=C(NCC1CCCO1)c1cccc(F)c1 (configuration not stated)	0.13
COc1ccc(Cn2nnnc2C(c2cccs2)N2CCSCC2)cc1 (configuration not stated)	-2.2

A draw from above in order of count of non-hydrogen atoms, rising.
SMILES	Cav32 inh
O=C(NCC1CCCO1)c1cccc(F)c1 (configuration not stated)	0.13
CC(CN1CCCC1)OC(=O)COc1ccccc1 (configuration not stated)	-0.02
O=C(Nc1ccc(N2CCCC2)cc1)c1ccc(Br)o1	-0.066
COc1ccc(/C=C/C(=O)c2ccc(OC)cc2O)cc1	0.17
CC(C)(Oc1ccc(Br)cc1)C(=O)N1CCc2ccccc21	-0.3
Cc1nc(NC(=O)c2cc(-n3cnnc3)ccc2Cl)ccc1Br	-1.5
CSc1ccc(/C=C/C(=O)c2ccc(NC(=O)C(C)C)cc2)cc1	0.61
c1cc2c(cc1Nc1nc(-c3ccc4c(c3)OCO4)cs1)OCCO2	0.041
COc1ccc(Cn2nnnc2C(c2cccs2)N2CCSCC2)cc1 (configuration not stated)	-2.2
O=C(CSc1nc2ccccc2n1CC(=O)N1CCOCC1)N1CCCC1	0.065
COC(=O)COc1cccc2c(=O)n(CC(=O)NCCc3ccccc3)ccc12	-0.58
COc1ccc(NC(=O)CN2CCN(CC(=O)Nc3ccc4c(c3)OCO4)CC2)cc1	-0.97
COc1ccccc1OCc1nnc(SCC(=O)NCc2ccco2)n1Cc1ccco1	-0.013
C=CCn1c(SCC(=O)N2CC(=O)Nc3ccccc32)nc2scc(-c3ccccc3)c2c1=O	-7.2*

The list continues:
SMILES	Cav32 inh
COc1ccc(-c2[nH]ncc2/C=C(\C#N)C(=O)NC2CC2)cc1	-2.2
COc1ccc(CN2CCN(C(=O)CC(C)C)CC2)c2ccccc12	-0.72
CCOC(=O)c1[nH]c(C)c(/C=N/O)c1C	0.071
CC(NC(=O)OCc1ccccc1)C(=O)OCN1C(=O)c2ccccc2C1=O (configuration not stated)	-0.0064
O=S(=O)(N/N=C\c1cn(-c2ccccc2)nc1-c1ccccc1)c1ccccc1	-1.4
O=C(O)CN1C(=O)SC(Nc2ccccc2C(=O)O)C1=O (configuration not stated)	1.4
N#Cc1c(SCC(N)=O)nc2c(c1-c1ccc(O)cc1)CCCC2	0.96
CCn1nc(C)c(NC(=O)/C=C/c2ccc(OC)c(COc3ccc(Br)cc3)c2)c1C	-3.9*
CCCC(=O)Nc1ccc(C(=O)NNC(=S)NC(=O)c2cccs2)cc1	-1.3
Brc1c(CSc2nncn2-c2ccccc2)nc2sccn12	-1.6
CCOc1ccccc1C1NC(=O)NC(C)=C1C(=O)OCc1ccco1 (configuration not stated)	-1.1
O=C(NCCc1ccccc1)c1ccc2c(c1)S(=O)(=O)c1ccccc1C2=O	-0.0094
CC(C)c1ccc(-c2nc(N3CCCCCC3)nc3n[nH]c(N)c23)cc1	0.13
CCc1oc(C(=O)O)cc1CN(CC)CC	0.55
Cc1nnc(SCC(=O)NCc2ccco2)n1-c1ccccc1	0.79
CC(C)N(C(=O)CN(C#N)c1nc(N(C)C)nc(N(C)C)n1)c1ccccc1	1.1
CCOC(=O)NC(=O)CSc1nnnn1-c1ccc(Cl)cc1	-0.24
COc1ccc(OC)c(C2C(C(C)=O)=C(O)C(=O)N2c2ccc(O)cc2)c1 (configuration not stated)	-0.31
Clc1ccc(Cn2ncc3c(N4CCCCC4)ncnc32)cc1	-0.91
Cn1c(NCCO)nc2c(c1=O)C1(CCCCC1)Cc1ccccc1-2	-1
O=C(O)c1cc(/C=N\O)ccc1OCc1ccccc1	2
COC(=O)[C@H](C)NC(=O)Nc1ccc(C)c(C)c1	0.59
c1ccc2nc(-c3nc4ccccc4[nH]3)ccc2c1	-0.11
COc1ccc(-c2cc(C(=O)Nc3cc(OC)cc(C(=O)Nc4cccc(C(F)(F)F)c4)c3)[nH]n2)cc1	-0.67
C=C(C)c1cccc(C(C)(C)NC(=O)Nc2ncccn2)c1	-0.87
Cc1ccccc1Cn1c(=O)n(CCC(=O)NCc2ccc3c(c2)OCO3)c(=O)c2ccccc21	0.29
N#C/C(=C(\O)CCl)c1nnc2n1CCCCC2	0.85
COc1ccc(Cl)cc1NC(=O)CCCN1C(=O)CCC1=O	0.32
O=C(COCc1nc2ccccc2c(=O)[nH]1)NCC1CCCCC1	0.96
O=C(O)C(=O)/C(=C\c1ccccc1)c1ccc2ccccc2n1	-0.26
COc1ccc(C(C)C)cc1S(=O)(=O)Nc1ccc(Cl)cn1	-1.7
O=C(OCC(=O)N1CCCCC1)c1c[nH]c(=O)[nH]c1=O	-0.36
CC(C)C12CN3CC(C(C)C)(CN(C1)C3c1ccccc1)C2O (configuration not stated)	0.74
Cc1ccc(-c2noc(-c3ccccc3C(=O)N3CCOCC3)n2)cc1	0.6
COc1ccc(C2C(C(=O)Nc3ccccc3OC)=C(C)Nc3nnnn32)c(OC)c1 (configuration not stated)	0.55
O=C1CC(c2ccccc2)Sc2ccccc2N1 (configuration not stated)	-0.9
CCS(=O)(=O)c1ccc(C(=O)Nc2ccccc2)c(Cl)c1Cl	-1
CCOc1cccc(NC(=O)c2ccc(S(=O)(=O)N(C)C)cc2)c1	-0.36
CCN(CC)C(=S)NC(=O)c1ccc(Cl)cc1Cl	0.85
O=S1(=O)N=C(Nc2ccc(N3CCOCC3)cc2)c2ccccc21	-0.13
COc1ccc(C(=O)C/C(=C\C(=O)c2ccc(C)cc2)c2ccccc2)cc1	-4.2*
COc1ccc(OCCC(=O)OCC(=O)NCc2ccco2)cc1	-0.25
Cc1c(C(N)=O)c(N)c(C(=O)c2ccccc2)n1-c1ccccc1	1.5
CC1(c2cccs2)CC(c2cccs2)=C(C#N)C(=O)N1 (configuration not stated)	0.6
CCC(C)C(NC(=O)C1CCC(C)CC1)C(=O)Nc1cc(OC)ccc1OC (configuration not stated)	-0.75
CCN(CC)S(=O)(=O)c1ccc(NC2c3ncccc3C(=O)N2Cc2ccccc2)cc1 (configuration not stated)	0.28
CCOc1cc(/C=N/NC(=O)COc2ccc(C)cc2)ccc1OC(=O)c1cccs1	-3.6
CCc1c(C)n([O-])c2c([n+]1=O)CCCCC2	-0.014
CC(C)(C)C(O)/C=C/c1ccc2c(c1)OCO2 (configuration not stated)	-1.4
Nc1ccccc1C#CCCCCO	0.039

In a second layout: results already given.
COc1ccc(OCCC(=O)OCC(=O)NCc2ccco2)cc1
  Cav32 inh: -0.25

CCN(CC)S(=O)(=O)c1ccc(NC2c3ncccc3C(=O)N2Cc2ccccc2)cc1 (configuration not stated)
  Cav32 inh: 0.28

COc1ccc(C(=O)C/C(=C\C(=O)c2ccc(C)cc2)c2ccccc2)cc1
  Cav32 inh: -4.2*

Next compounds follow:
SMILES	Cav32 inh
CC1CC(C)CN(Cc2nc(N)nc(Nc3ccccc3)n2)C1 (configuration not stated)	1.2
O=C(NCCN=C1NS(=O)(=O)c2ccccc21)c1ccncc1	0.018
CCCC(=O)Nc1ccc2c(c1)nc(CCNC(=O)c1ccccc1)n2C	0.19
O=C(CSc1nnc(Cn2c(=O)sc3ccccc32)n1-c1ccccc1)NCC1CCCO1 (configuration not stated)	0.72
CCCCNCCCOc1cccc(Cl)c1Cl	-0.24
O=C1OCCC1Sc1nc2cc(Cl)ccc2s1 (configuration not stated)	0.14
O=C(CNC(=O)Cn1ccc2ccccc2c1=O)NCCCN1CCN(c2cccc(Cl)c2)CC1	0.053
CCOC(=O)c1sc(=S)n(-c2cccc(OC)c2)c1N	0.91
CC(NC(=O)CCCCCN1C(=O)c2ccccc2C1=O)c1ccc2c(c1)CCCC2 (configuration not stated)	-3.7*
Cc1cc(N2CCC(C)CC2)n2ncc(-c3ccccc3)c2n1	-0.16
COc1ccc(N2CCC(CNC(=O)Nc3cccc(OC)c3)C2)cc1 (configuration not stated)	-3.3
Cc1n[nH]c(=O)nc1NCC1CCCO1 (configuration not stated)	0.69
Cc1ccc(S(=O)(=O)NC(C)C(c2cccs2)N2CCOCC2)cc1 (configuration not stated)	0.056
CCOC(=O)/N=C(/NC(=O)Nc1ccc(C(=O)OCC)cc1)OC	0.044
COc1ccc2c(c1)c1ncn(CCN3CCCCC3)c(=O)c1n2C	-1.2
COc1cc(S(=O)(=O)N(C)C)ccc1F	0.61
CCOc1ccc(NC(=S)Nc2cc(-c3ccccc3)[nH]n2)cc1	-0.11
CC(=O)c1ccc(N2CCN(C(=O)c3ccc(OCc4c(C)noc4C)cc3)CC2)cc1	0.45
O=C(CS(=O)(=O)Cc1ccccc1)Nc1ncccn1	-0.018
CNC(=S)NNC(=O)COc1cccc(C)c1C	0.0077
CSCCNC(=O)c1ccc(C(C)(C)C)cc1	0.19
O=C(c1ccccc1)n1ccc(-c2cnc(-c3ccccc3)s2)n1	0.0016
O=C(O)CCC(=O)Nc1ccccc1C(=O)NC1CCCCC1	-0.18
CCn1c(SCC(=O)NCCc2ccccc2)nc2c(c1=O)SC(C)C2 (configuration not stated)	0.72
CCOC(=O)C1=NNC(C(=O)c2ccc(OC)cc2)C1c1ccccc1 (configuration not stated)	-0.63
CC(C)(C)n1nc2c(c1NC(=O)c1cccs1)CS(=O)C2 (configuration not stated)	-0.18
CCN(c1ccc(NC(=O)CSc2nnc3nc(C)cc(C)n23)cc1)C(C)C	0.017
Nc1nc(-c2cccnc2)nn1C(=O)COc1ccccc1	-0.083
CC(Sc1nnc(Cc2cccs2)n1C1CCCCC1)C(=O)NCc1ccco1 (configuration not stated)	-0.8
Cc1noc(NS(=O)(=O)c2ccc(N/C=C/C(=O)c3ccc4c(c3)OCO4)cc2)c1C	0.3
COc1ccccc1NC(=O)Cc1cccs1	0.098
Cc1ccc2nc(NC(=O)CSc3nc4ccccc4o3)sc2c1	-0.37
COCCNC(=O)c1cc(-c2ccccc2)nn1CC1CC(c2cccnc2)=NO1 (configuration not stated)	-0.0053
CCc1ccc(N2CC(C(=O)NCc3ccco3)CC2=O)cc1 (configuration not stated)	0.22
Cn1c(=O)c(=O)n(C)c2cc(S(=O)(=O)Nc3ccc(OC(F)(F)F)cc3)ccc21	1.2
COCCN(C(=O)c1ccco1)c1nnc(-c2ccc(OC)c(OC)c2)s1	0.59
CCc1c(O)nc(SC2CC(=O)N(c3ccccc3)C2=O)[nH]c1=O (configuration not stated)	-0.04
